# TDP-43 yeast inh = qHTS of TDP-43 Inhibitors | AID 652104, 2013 | 1.8% of 410,000 active | TDP-43 expressing yeast growth rescue, BacTiter-Glo, 24 h | Potency, µM (highest dose often 46.1 µM), inactives show top-dose growth rescue (activation), usual class: activators; note: potency is the fitted concentration of half-maximal effect; % of control where 0% means no effect; nearly all actives have a fitted effect of over 50% in size
#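 In this qHTS, compounds that restore growth of yeast expressing TDP-43 appear as activators. Cells (OD600=0.02, galactose medium, raffinose-pregrown) are incubated with compound 24 hr at 30 deg C and growth is quantified by BacTiter-Glo.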
# KB-V1 cytotox = qHTS assay for MDR1-selective chemotherapeutics: Primary screen using the drug-selected MDR subline cells KB-V1; KB-V1 MDR cells viability, CellTiter-Glo, 72 h; Potency, µM (series often up to 46.1 µM), inactives show top-dose activity change, negative = cytotoxicity, actives largely listed as cytotoxic; 3.4% of 400,000 active; note: potency is the fitted concentration of half-maximal effect; % is set by controls: 0 for no effect and ±100 for the full control effect; nearly all actives have a fitted effect of over 60% in size
#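 qHTS viability screen in drug-selected KB-V1 MDR cells: 72 h compound treatment at 37 degrees C, ATP luminescence end point.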
# D3 ag = qHTS of D3 Dopamine Receptor Agonist: qHTS | max activation, % | D3R DiscoveRx beta-arrestin cells, luminescence, 90 min | 0.58% of 410,000 active; in the data active = max activation above about 30%; note: 0% is about no effect; mostly tested at two doses, the higher about 12 µM
# Target sequence (P35462 whole entry, looked up): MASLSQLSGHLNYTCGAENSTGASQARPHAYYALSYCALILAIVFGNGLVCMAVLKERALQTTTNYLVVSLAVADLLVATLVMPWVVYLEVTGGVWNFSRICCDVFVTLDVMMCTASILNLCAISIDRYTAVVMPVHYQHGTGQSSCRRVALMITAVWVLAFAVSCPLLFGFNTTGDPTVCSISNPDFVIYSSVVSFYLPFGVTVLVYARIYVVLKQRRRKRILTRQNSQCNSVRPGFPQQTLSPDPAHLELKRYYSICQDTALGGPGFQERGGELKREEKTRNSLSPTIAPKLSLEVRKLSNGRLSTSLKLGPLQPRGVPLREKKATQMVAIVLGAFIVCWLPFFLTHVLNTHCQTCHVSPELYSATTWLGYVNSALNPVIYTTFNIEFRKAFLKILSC
#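 Agonist-mode cell screen: cells plated at 1500/well and incubated overnight at 37 °C, then exposed to library compounds for 90 min at 37 °C. Detection reagent was added for 30–60 min at room temperature, and luminescence was read.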
# GLP1R inv ag = qHTS of GLP-1 Receptor Inverse Agonists (Inhibition Mode) | AID 624417, 2012 | 1.6% of 410,000 active | HEK293 GLP-1R CRE-luciferase, luminescence, 24 h; GLP-1R form is constitutively active | Glucagon-like peptide 1 receptor (Homo sapiens), P43220 | Potency, µM (top dose mostly 38.3 µM), for inactives: at the highest dose activity change, negative = inhibition, actives largely listed as inhibitors; note: potency is the fitted concentration of half-maximal effect; % is set by controls: 0 for no effect and ±100 for the full control effect; nearly all actives have a fitted effect of over 55% in size
#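 Stable HEK293 clone (constitutively active GLP-1R + cAMP-response luciferase); 200 cells/uL plated, 12 h pre-culture, compound 24 hr, 37 deg C/5% CO2; detection reagent 12 min RT; luminescence.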
# PTHR1 agonist = qHTS for PTHR1 Agonists: Primary Screen | Parathyroid hormone/parathyroid hormone-related peptide receptor (Homo sapiens), Q03431 | HEK293 GP2 PTHR1 cells, GloSensor cAMP luminescence, 1 h | Potency, µM (highest dose often 115 µM), for inactives: at the highest dose activation, actives largely listed as activators | 0.075% of 410,000 active | AID 743266, 2014; note: potency is the fitted concentration of half-maximal effect; nearly all actives have a fitted effect of over 55% in size; some results filed as inactive show a strong effect at the top dose; inactives centre near -15; many of its hits are not listed in these tables
# Target sequence (Q03431 whole entry, looked up): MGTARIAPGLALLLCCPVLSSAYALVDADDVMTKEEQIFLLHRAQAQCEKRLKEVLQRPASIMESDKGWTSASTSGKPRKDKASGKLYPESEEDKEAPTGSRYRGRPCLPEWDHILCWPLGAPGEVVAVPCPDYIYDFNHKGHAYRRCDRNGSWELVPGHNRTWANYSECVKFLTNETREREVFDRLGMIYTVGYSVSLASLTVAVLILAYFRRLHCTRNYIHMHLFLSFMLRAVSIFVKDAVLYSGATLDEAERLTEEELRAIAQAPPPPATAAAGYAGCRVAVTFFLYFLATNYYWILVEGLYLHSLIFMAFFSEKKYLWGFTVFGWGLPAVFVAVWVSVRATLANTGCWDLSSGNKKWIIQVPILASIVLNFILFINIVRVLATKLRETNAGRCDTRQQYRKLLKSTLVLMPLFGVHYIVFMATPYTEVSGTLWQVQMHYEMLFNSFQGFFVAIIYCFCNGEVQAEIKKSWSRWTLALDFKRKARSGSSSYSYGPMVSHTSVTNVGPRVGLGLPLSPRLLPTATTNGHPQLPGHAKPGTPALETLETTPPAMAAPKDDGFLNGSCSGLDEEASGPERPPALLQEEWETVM
#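 HEK-293-derived GP2 cells expressing PTHR1 and a GloSensor cAMP reporter, 3,000/well, plated overnight, given luciferin plus IBMX (each 0.5 mM as added) for 1 h at 37 °C, then compound for 1 h at 37 °C. Luminescence was read after 15 min at room temperature.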
# HEK293 tox = qHTS of GLP-1 Receptor Inverse Agonists: Cytotox Screen; HEK293 cAMP-luciferase reporter cells, luminescence, 24 h; Potency, µM (series often up to 38.3 µM), without a hit: at the highest dose activity change, negative = inhibition, usual class: inhibitors; 0.13% of 410,000 active;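 note: loss of luciferase light is scored as toxicity; potency is the fitted concentration of half-maximal effect; % is set by controls: 0 for no effect and ±100 for the full control effect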
#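 Luminescence readout: signal drop marks cytotoxicity. Plated cells grew 12 h at 37 °C, 5% CO2, received 23 nL compound for 24 h, then got luciferase reagent, read after 12 min at RT.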
# DRD3 antagonist = qHTS of D3 Dopamine Receptor Antagonist: qHTS. D(3) dopamine receptor (Homo sapiens), P35462. D3R cells, DiscoveRx beta-arrestin luminescence, antagonist mode; active compounds read low. max response, negative = inhibition, %. 2.5% of 360,000 active. AID 652054, 2013; in the data active = max response below about -50%; inconclusive = no clear call, values can overlap the other calls; note: % is set by controls: 0 for no effect and ±100 for the full control effect; mostly tested at two doses, the higher about 12 µM
#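 Cells plated overnight at 1500 cells/well, then exposed to library compounds with dopamine controls for 90 minutes at 37 degrees C. DiscoveRx reagent added for 30–60 minutes at room temperature; luminescence read, quantitative HTS format.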
# GLP-1R agonist = qHTS of GLP-1 Receptor Agonists; HEK293 GLP-1R CRE-luciferase, luminescence, 4-6 h; cells express a hypersensitive GLP-1R form; Potency, µM (doses to about 45.6 µM), inactives show at the highest dose activation, most hits filed as activators; 0.007% of 380,000 active; note: potency is the fitted concentration of half-maximal effect; % of control where 0% means no effect
# aSyn yeast inh = qHTS of alpha-syn Inhibitors | 0.14% of 370,000 active | Yeast expressing alpha-synuclein, growth rescue, BacTiter-Glo, 24 h | Potency, µM (series often up to 46.1 µM), inactives show at the highest dose growth rescue (activation), hits mostly activators | AID 652106, 2013; note: potency is the fitted concentration of half-maximal effect; % of control where 0% means no effect; nearly all actives have a fitted effect of over 65% in size
#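 Galactose-induced alpha-syn yeast (OD600=0.02, raffinose-pregrown) + pinned cpd, 24 hr, 30 deg C; growth by BacTiter-Glo luminescence. Growth restoration scores as activation.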
# Numbers without * were called inactive; i = inactive; ? = inconclusive; / = not tested or not shown; & = joins results of further samples; [ ] = dose if it differs, or a comment. Unless noted, calls come from the whole dose curve; as a rule, active = well fitted curve in the direction sought with a large enough effect; inconclusive = small, poorly fitted or top-dose-only effect, or another doubt; inactive = no such curve, though single readings can be large; an effect the other way counts as inactive or inconclusive.
# Below each SMILES – TDP-43 yeast inh	KB-V1 cytotox	D3 ag	GLP1R inv ag	PTHR1 agonist	HEK293 tox	DRD3 antagonist	GLP-1R agonist	aSyn yeast inh
O=C(NC(NC(=S)Nc1cc(Cl)ccc1Cl)C(Cl)(Cl)Cl)c1ccco1 (stereo not drawn)
    -16%	-7%	-33	?	-27%	?	?	-5%	-12%
Cc1ccc(C)c(N2CCN(C(=O)CCc3nc(-c4ccc(Cl)cc4)no3)CC2)c1
    21%	0%	11	4%	-6%	7%	57	1%	11%
CCOc1cc(Br)c(C2C(C(=O)OC)=C(C)NC3=C2C(=O)c2ccccc23)cc1OCC (stereo not drawn)
    6%	?	-21	0%	-35%[inhibitor]	-1%	/	/	/
CSc1nsc(SCC(=O)N2CCCCC2)n1
    ?	-16%	5	11%	-14%	16%	3	1%	0%
CCOCCCNC(=O)CN1C(=O)COc2ccc(S(=O)(=O)N3CCCCCC3)cc21
    2%&17%	2%&-15%	-11&3	-20%&-25%	-20%&-20%	-10%&-12%	10	0%&1%	13%
CC(OC(=O)c1ccc(S(=O)(=O)NCc2ccco2)cc1)C(=O)Nc1ncc(Cl)cc1Cl (stereo not drawn)
    -9%	-5%	1	-1%	-23%	-18%	15	-5%	1%
COc1ccccc1NC(=O)CSc1nnc(CSc2nc(C)cc(C)n2)o1
    5%	11%	-8	-20%	-17%	-6%	11	-2%	10%
NC(=O)C1CCN(C(=O)COc2cccc3cccnc23)CC1
    -7%	2%	0	18%	3%	-12%	-14	-9%	-5%
COc1cccc(CNC(=O)c2cccc(S(=O)(=O)N3CCN(C)CC3)c2)c1
    -3%	?	-13	-7%	-23%	-6%	0	3%	-1%
Cc1csc2nc(COC(=O)c3cccc(NC(=O)COc4ccc(Cl)cc4)c3)cc(=O)n12
    10%	/	0	13%	i	3%	/	/	/
CCc1ccc2c(c1)/C(=C/C(=O)c1cccs1)C(=O)N2
    ?	?	-5	?	-24%[57.5 µM]	?	-29	-16%	-37%[inhibitor]
CCSc1ncc(Cl)c(C(=O)N2CCN(c3ccccc3OC)CC2)n1
    35µM*	3.7µM*	3	?	i	-29%	/	/	/
COC(=O)c1cc(C(=O)c2cc(Br)ccc2O)coc1=N
    -21%	-4%	3	-32%	i	0%	11	3%	4%
CC(C)CC(=O)NC1(C(F)(F)F)NC(=O)N(c2ccccc2)C1=O (stereo not drawn)
    -33%[inhibitor]	-16%	-6	0%	-50%[inhibitor]	1%	30	-2%	2%
CCCCCCCCC(=O)N/N=C(\C)c1ccc(O)cc1O
    10%	?	6	?	-18%	-25%	4	13%	-5%
COC(=O)C1=C(C)NC(=O)/C1=C\c1cc(C)n(-c2ccccc2)c1C
    -7%	?	5	?	-10%	-24%	-11	22%	2%
O=C(CCc1c[nH]c2ccccc12)OCC(=O)N1CCN(S(=O)(=O)c2ccccc2)CC1
    -1%	4%	2	-7%	-43%[inhibitor]	5%	-8	-14%	-2%
c1ccc(CSC2=NCCS2)cc1
    13%[9.22 µM]	6%	-5	1%[7.66 µM]	i	5%[7.66 µM]	-17	8%	0%
CCCCN1CC(COCc2ccccc2)Oc2cccc(Oc3ccc(OC)cc3)c2S1(=O)=O (stereo not drawn)
    1%	-14%	-14	?	-41%[inhibitor]	13%	30	-1%	2%
O=C(Cn1c(=O)n(Cc2ccccc2)c(=O)c2cc(Cl)ccc21)NCC1CCCO1 (stereo not drawn)
    -8%	-33%	-18	-20%	-47%[inhibitor]	0%	2	3%	2%
N#Cc1nc(COc2ccc(Br)cc2)oc1N1CCN(Cc2ccccc2)CC1
    -4%	-15%	-9	?	i	19%	-25	4%	-1%
Cc1cccc(N2CCN(C(=O)c3cc4ccccc4oc3=O)CC2)c1C
    7%	?	1	?	-41%[inhibitor]	0%	0	9%	?
CCOC(=O)N1CCC(N(CCN(C)C)C(=S)Nc2ccccc2OCC)CC1
    5%	?	2	-24%	i	0%	-2	-7%	-4%
CCN(C(=O)CSc1cccc[n+]1[O-])C1CCCCC1
    ?	?	-1	-6%	-2%	-5%	-9	-2%	0%
C=CCNC(=O)C(C#N)c1nc2ccccc2nc1N1CCN(Cc2ccccc2)CC1 (stereo not drawn)
    -11%	4%	-10	11%	i	67%[activator]	2	7%	1%
CCOC(=O)c1nnn(-c2nonc2N)c1-c1ccc(F)cc1
    -8%	-5%	-3	7%	-17%	1%	-8	-9%	-6%
O=C(c1ccc2[nH]c(=O)c(=O)[nH]c2c1)N1CCc2ccccc2C1
    16%	8%	8	11%	i	-6%	3	1%	-2%
CCOC(=O)C1CCN(c2cc3c(cc2NC(=O)c2ccc(F)cc2)n(C)c(=O)n3C)CC1
    16%	15%	1	3%	i	4%	3	-2%	0%
O=C(COC(=O)CNC(=O)c1ccccc1F)Nc1ncc(Cl)cc1Cl
    0%	?	2	14%	-9%	?	2	-6%	-8%
O=C(NCc1cccc(F)c1F)C1CCC(=O)N(C2CCCCCC2)C1 (stereo not drawn)
    -20%	/	6	10%	-25%	9%	-2	-4%	-1%

# Single records (already shown).
# CCCCN1CC(COCc2ccccc2)Oc2cccc(Oc3ccc(OC)cc3)c2S1(=O)=O (stereo not drawn) as listed: TDP-43 yeast inh = 1%; KB-V1 cytotox = -14%; D3 ag = -14; GLP1R inv ag = ?; PTHR1 agonist = -41%[inhibitor]; HEK293 tox = 13%; DRD3 antagonist = 30; GLP-1R agonist = -1%; aSyn yeast inh = 2%
# Cc1ccc(C)c(N2CCN(C(=O)CCc3nc(-c4ccc(Cl)cc4)no3)CC2)c1 as listed: TDP-43 yeast inh = 21%; KB-V1 cytotox = 0%; D3 ag = 11; GLP1R inv ag = 4%; PTHR1 agonist = -6%; HEK293 tox = 7%; DRD3 antagonist = 57; GLP-1R agonist = 1%; aSyn yeast inh = 11%

# The results go on.
# Below each SMILES – TDP-43 yeast inh	KB-V1 cytotox	D3 ag	GLP1R inv ag	PTHR1 agonist	HEK293 tox	DRD3 antagonist	GLP-1R agonist	aSyn yeast inh
CCN(CC)c1ccc(S(=O)(=O)N2CCOCC2)cc1NC(=O)COC(=O)/C=C/c1ccc(O)c(OC)c1
    23%	-24%	14	1%	i	-9%	26	4%	1%
CCCc1nc(SCC(=O)N2c3ccccc3CC2C)c2c(C)c(C)sc2n1 (stereo not drawn)
    -14%	?	4	-20%	-3%[57.5 µM]	-27%	26	2%	3%
NC(=O)CC(NC(=O)c1ccccc1)c1ccc(N2CCN(c3ccccn3)CC2)c([N+](=O)[O-])c1 (stereo not drawn)
    ?	-1%	-12	-2%	-37%	6%	0	-1%	0%
Cc1cccc(C)c1NC(=O)COC(=O)c1ccccc1O
    ?	-3%	1	-7%	i	-10%	14	8%	6%
Cc1nc2ccc(NC(=O)c3cc(S(=O)(=O)N4CCOCC4)ccc3C)cc2s1
    -15%	?	-4	-19%	-27%[57.5 µM]	-2%	25	13%	-1%
CCOc1ccc2nc(N3CCCC(C(=O)Nc4cc(Cl)c(OC)cc4OC)C3)sc2c1 (stereo not drawn)
    18%	4%	5	11%	17%	13%	/	/	/
COCCn1ccc2c(OCC(=O)NCc3ccc(C)cc3)cccc2c1=O
    0%	-19%	3	14%	i	-9%	-26	16%	0%
O=C(c1ccc(F)cc1)C1CCN(C(=O)c2ccncc2)CC1
    -8%	6%	-3	-4%	-37%[inhibitor][57.5 µM]	-1%	-17	1%	25%
CC1(C(=O)NS(=O)(=O)C2CC2)CCN(C(=O)c2cc3ccccc3s2)C1 (stereo not drawn)
    11%	?	7	-6%	-25%	0%	7	-2%	-1%
CC(C)CCc1noc(CN2CCC(CCN3CCCC3=O)CC2)n1
    -5%[9.22 µM]	?	-2	4%	i	1%	-1	6%	2%

# Look-ups from the results shown:
# CCOc1ccc2nc(N3CCCC(C(=O)Nc4cc(Cl)c(OC)cc4OC)C3)sc2c1 (stereo not drawn) – KB-V1 cytotox: 4%
# CC(C)CCc1noc(CN2CCC(CCN3CCCC3=O)CC2)n1 – GLP-1R agonist: 6%
# CCCc1nc(SCC(=O)N2c3ccccc3CC2C)c2c(C)c(C)sc2n1 (stereo not drawn) – GLP-1R agonist: 2%
# CCN(CC)c1ccc(S(=O)(=O)N2CCOCC2)cc1NC(=O)COC(=O)/C=C/c1ccc(O)c(OC)c1 – aSyn yeast inh: 1%

# Other results.
# Below each SMILES – TDP-43 yeast inh	KB-V1 cytotox	D3 ag	GLP1R inv ag	PTHR1 agonist	HEK293 tox	DRD3 antagonist	GLP-1R agonist	aSyn yeast inh
CC1CCCC(C)N1S(=O)(=O)c1ccc(NC(=O)c2ccccc2C(=O)N2CCOCC2)cc1 (stereo not drawn)
    3%	14%	14	0%	i	17%	13	6%	20%
Cc1cc(NS(=O)(=O)c2ccc(NC(=O)C(C)Oc3ccccc3Cl)cc2)no1 (stereo not drawn)
    14%	-1%	-14	32%[activator]	i	19%	-22	-2%	-7%
CC(=O)c1c(COC(=O)c2cccc(C)c2)nc2ccccc2[n+]1[O-]
    ?	2%	1	-27%	-43%[inhibitor]	16%	0	14%	-1%
Nc1nc(SCC(=O)NCC2CCCO2)n[nH]1 (stereo not drawn)
    2%	19%	-14	21%	i	18%	2	22%	0%
COc1ccc(CC(=O)OCC(=O)Nc2ccc3c(c2)OCO3)cc1
    26%	-1%	4	-8%	i	-16%	16	4%	7%

# Assay outcomes: PubChem, National Center for Advancing Translational Sciences (NCATS)

# This is a subset; the hit share may differ from the screen's.
